Screening results from PubChem BioAssay.
LGR2 antag = inhibitors of bursicon-induced Drosophila LGR2 receptor cAMP signaling; HEK293 LGR2, CRE-luciferase, bursicon-stimulated, 4 h; inhibition, % at 9.99 µM; hit rate 0.35% among 380,000; AID 720647;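 active = drop in luminescence signal, shown as inhibition above about 50% in the replicate tests, limit read from the data, passing the limit was not always enough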;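 also: agonist challenge used bursicon conditioned medium at about half maximal strength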
C2C12 statin = suppressors of simvastatin-induced myotoxicity in C2C12 myotubes | ATP luminescence, 48 h; scaled: DMSO 0, geranylgeraniol control 100 | rescue of ATP level, % at 7.49 µM | hit rate 0.78% among 330,000 | AID 602340;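 active = mean ATP rescue above about 67%, or every replicate alone reaching that limit, limit read from the data, passing the limit was not always enough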;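 also: myotubes were challenged with 10 µM simvastatin during compound exposure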
esBAF inh = blocks esBAF chromatin remodeling in mouse ES cells; Bmi1-luciferase knock-in reporter, 24 h; 100% = twice the neutral-well signal; hit rate 2% among 350,000; reporter increase, % at 12.5 µM; in the data active = activation above about 40%;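 also: 0% = median of the plate's neutral control wells and 100% = double that signal; a rise in the Bmi1 reporter signal indicates esBAF inhibition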
SIRT5 inh = blocks human SIRT5 desuccinylation of peptide | Q9NXA8 | Purified SirT5, succinyl-peptide AMC, trypsin-coupled fluorescence | inhibition, % at 15 µM | hit rate 1.1% among 330,000 | AID 652115; in the data active = inhibition above about 15%
Target sequence (Q9NXA8 whole entry, looked up): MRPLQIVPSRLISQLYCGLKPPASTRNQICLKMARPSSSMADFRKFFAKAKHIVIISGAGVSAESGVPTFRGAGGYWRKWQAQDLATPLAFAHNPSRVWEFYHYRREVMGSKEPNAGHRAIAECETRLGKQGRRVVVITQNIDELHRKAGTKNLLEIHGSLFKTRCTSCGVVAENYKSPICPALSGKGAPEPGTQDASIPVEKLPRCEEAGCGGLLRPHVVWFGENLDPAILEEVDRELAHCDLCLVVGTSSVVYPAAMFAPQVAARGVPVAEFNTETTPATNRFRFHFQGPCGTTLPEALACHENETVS
FN deposit inh = fibronectin deposition inhibition | AH1F fibroblasts, Alexa488-fibronectin deposition fluorescence, overnight | inhibition, % at 12.6 µM | hit rate 0.086% among 350,000;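 active = mean inhibition across replicates of 30% or more, regardless of how many single replicates reach that level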;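 also: positive control wells lacked labelled fibronectin entirely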
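Material: AH1F fibroblast monolayer depositing Alexa488-labelled fibronectin into matrix | Input: 10000 AH1F cells/well | Medium: DMEM plus 2% serum, read in PBS | Reagent: Alexa488-fibronectin, 24 nM final in well | Compound dosing: One dose per compound, pinned | Schedule: 1 h adhesion, overnight exposure | Measured by: Fluorescence at 485 nm excitation, 525 nm emission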
CASP6 VEID inh = inhibitors of human caspase-6 | P55212 | purified caspase-6, Z-VEID-R110 cleavage fluorescence | inhibition, % at 12.5 µM | hit rate 0.53% among 350,000 | AID 686996;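 active = mean inhibition across replicates at least about 35%, with every replicate also reaching that limit, limit read from the data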;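 also: 0% = median of neutral control wells and 100% = no fluorescence left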
Target sequence (P55212 24-179 limits assumed): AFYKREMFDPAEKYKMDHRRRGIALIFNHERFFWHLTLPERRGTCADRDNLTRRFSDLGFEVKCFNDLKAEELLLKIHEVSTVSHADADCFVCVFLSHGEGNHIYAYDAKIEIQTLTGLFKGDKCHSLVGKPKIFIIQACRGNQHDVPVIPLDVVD
Target sequence (P55212 194-293 limits assumed): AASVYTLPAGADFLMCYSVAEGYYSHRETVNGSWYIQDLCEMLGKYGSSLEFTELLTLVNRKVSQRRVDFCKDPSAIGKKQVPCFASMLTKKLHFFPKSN
S100A4 MyoIIA = blocks human S100A4 binding to myosin IIA peptide | AID 652163 | hit rate 0.14% among 360,000 | inhibition, % at 10.7 µM | S100A4/TAMRA-MyoIIA peptide fluorescence polarization;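 active = mean inhibition of at least 70% across replicates, with every replicate also reaching that level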
Target sequence (P26447 whole entry, looked up): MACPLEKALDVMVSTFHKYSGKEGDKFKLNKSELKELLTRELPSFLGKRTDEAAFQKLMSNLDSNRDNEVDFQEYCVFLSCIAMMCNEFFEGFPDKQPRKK
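incubation = readout 5 min after mixing, signal stable up to 60 min | system = S100A4 monomer protein | buffer or medium = HEPES pH 7.2 with CaCl2, KCl, NaCl, DTT, Triton | benchmarks = neutral control DMSO, positive control TFP | also added = fluorescent myosin IIA peptide, 5 nM | compound dosing = one concentration per compound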
* marks the source's active call; other numbers are inactive results; · = no result given; & = joins results of further samples.

Every second line gives: LGR2 antag | C2C12 statin | esBAF inh | SIRT5 inh | FN deposit inh | CASP6 VEID inh | S100A4 MyoIIA
Cc1noc(C)c1NC(=O)N(C)C[C@@H]1Oc2c(NS(=O)(=O)c3cn(C)cn3)cccc2C(=O)N([C@H](C)CO)C[C@H]1C
  -3 | 16 | -3 | 2 | -15 | -1 | 6
CSc1ncccc1C(=O)NC(C)C1CC2CCC1C2 (configuration not stated)
  -5 | · | · | -2 | -10 | 11 | -2
C[C@H]1CN([C@@H](C)CO)C(=O)c2cccc(NC(=O)C3CC3)c2O[C@H]1CN(C)S(=O)(=O)c1ccccc1
  1&14 | -45&-8 | -1&-3 | -6&-1 | 6 | -4&-1 | 2&2
CNC[C@@H]1OCCCC[C@@H](C)Oc2ccc(N)cc2C(=O)N([C@H](C)CO)C[C@H]1C
  0 | 17 | 2 | 0 | -15 | -1 | 12
CC(C)C(=O)Nc1cccc(C(=O)OCC(=O)c2ccc(Cl)cc2Cl)c1
  · | 18 | 24 | · | 4 | · | ·
COC(=O)c1ccc(N2CCOCC2)c(NC(=O)c2ccco2)c1
  5 | 9 | 1 | -2 | 9 | -1 | -7
CCOC(=O)c1cc(C(=O)c2cccs2)n2ccc(C(C)=O)cc12
  2 | 1 | -8 | · | · | · | ·
O=C(Nc1ccc(F)cc1)C(c1cccc(F)c1)N1CCN(c2ccncc2)CC1 (configuration not stated)
  -6 | · | · | 3 | -8 | 3 | -3
Cc1ccc(-c2nc(NCc3ccco3)n(C(=O)c3ccco3)n2)cc1
  -26 | 9 | 60* | -7 | -1 | 1 | 1
O=C(Nc1ccc2c(c1)C(=O)N(c1ccccc1)C2=O)C1CCCO1 (configuration not stated)
  · | -2 | 13 | · | -8 | · | ·
N#CC1C(=O)NC(=O)C(C#N)C12CCCCC2 (configuration not stated)
  1 | · | · | · | 9 | 0 | 0
COc1ccccc1NC(=O)CN(c1ccccc1)S(=O)(=O)c1ccccc1
  10 | -1 | 6 | -2 | -7 | 0 | -1
COc1cccc(CN2CCSCC2)c1
  4 | -24 | 1 | 0 | · | -1 | 5
C[C@@H]1CCCCO[C@@H](CN(C)C(=O)CCCN(C)C)[C@@H](C)CN([C@H](C)CO)C(=O)c2cc(NS(=O)(=O)c3cccs3)ccc2O1
  -2 | · | 2 | -1 | · | -1 | 8
O=C(C[C@H]1CC[C@H](NC(=O)CN2CCOCC2)[C@H](CO)O1)NC1CCC1
  -18 | 2 | -1 | -3 | 5 | -2 | 4
COc1ccc(-c2c(C(=O)c3ccccc3)[nH]c(N)c2C(N)=O)cc1OC
  -5 | · | · | 3 | -19 | 0 | -1
COc1cc(/C=N\NC(=O)c2ccc(-c3ccccc3)cc2)cc(OC)c1O
  -8 | · | · | 1 | 8 | -6 | 5
CCOC(=O)c1c(NC(=O)CCN2CCOCC2)sc(C)c1-c1ccccc1
  -23 | -7 | -7 | 4 | · | 1 | 3
COCCn1c(SCC(=O)N2CC(=O)Nc3ccccc32)nnc1-c1ccoc1C
  · | -5 | -5 | · | -2 | · | ·
N#Cc1c(SCC(=O)O)nc(N2CCOCC2)c2c1CCCC2
  17 | 11 | -1 | 4 | -1 | 5 | -1

For convenience, some entries already given.
Every second line gives: LGR2 antag | C2C12 statin | esBAF inh | SIRT5 inh | FN deposit inh | CASP6 VEID inh | S100A4 MyoIIA
COc1ccccc1NC(=O)CN(c1ccccc1)S(=O)(=O)c1ccccc1
  10 | -1 | 6 | -2 | -7 | 0 | -1
COc1cccc(CN2CCSCC2)c1
  4 | -24 | 1 | 0 | · | -1 | 5
C[C@@H]1CCCCO[C@@H](CN(C)C(=O)CCCN(C)C)[C@@H](C)CN([C@H](C)CO)C(=O)c2cc(NS(=O)(=O)c3cccs3)ccc2O1
  -2 | · | 2 | -1 | · | -1 | 8
O=C(C[C@H]1CC[C@H](NC(=O)CN2CCOCC2)[C@H](CO)O1)NC1CCC1
  -18 | 2 | -1 | -3 | 5 | -2 | 4
COc1ccc(-c2c(C(=O)c3ccccc3)[nH]c(N)c2C(N)=O)cc1OC
  -5 | · | · | 3 | -19 | 0 | -1
COc1cc(/C=N\NC(=O)c2ccc(-c3ccccc3)cc2)cc(OC)c1O
  -8 | · | · | 1 | 8 | -6 | 5
CCOC(=O)c1c(NC(=O)CCN2CCOCC2)sc(C)c1-c1ccccc1
  -23 | -7 | -7 | 4 | · | 1 | 3
COCCn1c(SCC(=O)N2CC(=O)Nc3ccccc32)nnc1-c1ccoc1C
  · | -5 | -5 | · | -2 | · | ·
N#Cc1c(SCC(=O)O)nc(N2CCOCC2)c2c1CCCC2
  17 | 11 | -1 | 4 | -1 | 5 | -1

Remaining list, next part.
Every second line gives: LGR2 antag | C2C12 statin | esBAF inh | SIRT5 inh | FN deposit inh | CASP6 VEID inh | S100A4 MyoIIA
COc1cc(NC(=O)CN2C(=O)COc3ccc(S(=O)(=O)N4CCCCC4)cc32)cc(OC)c1
  11 | -9 | -1 | -1 | 1 | 0 | -3
Cc1cccc(S(=O)(=O)N2C[C@H]3[C@@H](c4ccccc42)[C@@H](CO)N3C(=O)CC2CC2)c1
  -18 | -13 | 3 | 2 | · | 0 | -1
C=CCNC(=S)NNc1nc(N2CCCC2)nc(N2CCCC2)n1
  9 | 10 | 0 | -4 | 5 | -2 | -1
Clc1ccc(-c2nnc(CNC3CC3)o2)cc1
  -5 | 5 | -1 | 2 | 5 | 0 | 0
O=C(Nc1cc(F)ccc1F)N1CCCCN2[C@H](CO)[C@H](c3ccc(-c4cccnc4)cc3)[C@H]2C1
  4 | 4 | -3 | 0 | · | · | 0
O=C1NC[C@@H](Cc2cccc3ccccc23)N(CC2(c3ccccc3)CC2)C1=O
  19 | 33 | 3 | 2 | 3 | 7 | -1
O=C(CN1CCC(C(=O)c2ccc(F)cc2)CC1)Nc1ccc(F)cc1
  · | 1 | 0 | · | 3 | · | ·
COc1ccc(OC)c(/C=C/C(=O)OCC(=O)NCc2ccccc2)c1
  -6 | · | · | · | · | 3 | -2
O=C(COc1ccccc1)Nc1ccc(Cl)c(-c2nc3ncccc3o2)c1
  · | -5 | 5 | · | 5 | · | ·
O=C(CSCc1nc2ccccc2[nH]1)Nc1ccc2ccccc2c1
  · | -4 | 2 | · | -12 | · | ·
COCC(=O)N(C)C[C@H]1Oc2cc(C3=CCCCC3)ccc2S(=O)(=O)N([C@@H](C)CO)C[C@@H]1C
  3 | -4 | 6 | 0 | · | -2 | -8
C[C@@H]1CN([C@@H](C)CO)C(=O)c2cc(NC(=O)Nc3ccc(C(F)(F)F)cc3)ccc2O[C@@H]1CN(C)S(=O)(=O)c1ccc(Cl)cc1
  -15 | -19 | 9 | 5 | -14 | 1 | -6
COc1ccc(-n2nc3c(c2NC(=O)c2c(F)cccc2Cl)CS(=O)C3)cc1 (configuration not stated)
  -2 | 3 | -1 | · | 8 | 3 | 4
Cc1ccc(S(=O)(=O)/N=C(/Nc2ccccc2C)c2ccccc2)cc1
  3 | 6 | 2 | -3 | 8 | 1 | 0
CC(C)C[C@H]1CN(CCCC[C@H]2CNC(=O)C(=O)N2Cc2ccccc2)C(=O)C(=O)N1Cc1ccccc1
  13 | · | · | · | 9 | 2 | 1
Cc1ccc(S(=O)(=O)N2CCN(C(=O)c3sccc3C)CC2)cc1
  5 | -7 | · | -2 | 5 | 2 | -15
CC(C)C#Cc1ccc([C@@H]2[C@H](CO)N3C(=O)CN(C(=O)C4CCCCC4)C[C@@H]23)cc1
  -7 | · | · | 24* | · | 6 | 10
C[C@@H]1CN([C@@H](C)CO)C(=O)c2cccc(NC(=O)Nc3ccc4c(c3)OCO4)c2O[C@H]1CN(C)S(=O)(=O)c1ccc(F)cc1
  -16 | -10 | 29 | -6 | · | -3 | 5
C[C@]12c3[nH]c4cc(-c5ccco5)ccc4c3CCN1C(=O)[C@@H](CC(=O)NCc1cccc(C(F)(F)F)c1)C[C@@H]2C(=O)N1CCCCC1
  11 | -3 | -10 | -5 | -1 | -2 | -2
Nc1c(Cl)ncnc1Nc1ccc(C(=O)O)cc1
  0 | · | · | 1 | 3 | -6 | -2

(continued)
Every second line gives: LGR2 antag | C2C12 statin | esBAF inh | SIRT5 inh | FN deposit inh | CASP6 VEID inh | S100A4 MyoIIA
Cc1ccc(S(=O)(=O)N2CCOCC2)cc1NC(=O)COC(=O)c1ccc2c(c1)OCO2
  13 | 1 | -5 | -2 | · | 1 | -2
COc1ccc(C(=O)Nc2ccc3c(c2)C(=O)N(C)C[C@@H](OC)[C@@H](C)CN(C)[C@H](C)CO3)cc1
  16 | -1 | 5 | 2 | 5 | 9 | -9
CC(C)N1CCC(N2CCN(C3CCCCCC3)CC2CCO)CC1 (configuration not stated)
  22 | · | · | -1 | 2 | -38 | 6
CC(=O)c1ccc(OCc2cn(CC(=O)c3ccc(O)cc3)nn2)cc1
  1 | 10 | -1 | · | 5 | 3 | 6
CC(C)OCCCNC(=S)NNC(=O)c1ccc(Cl)c(Cl)c1
  -44 | · | · | -2 | -1 | 0 | -1
CC(=O)c1ccc(N2CCN(C(=S)NCCCN(C)C)CC2)cc1
  · | · | · | 0 | 1 | -14 | 5
COc1ccc(-c2cc3ncnc(Cl)c3s2)cc1
  -8 | 5 | 3 | -11 | -7 | -1 | -7
COc1ccccc1C1NC(=O)NC(C)=C1C(=O)OCc1ccccc1 (configuration not stated)
  -4 | 4 | -5 | 11 | 2 | 0 | 2
COc1ccccc1CNC(=O)CCNC(=O)N1CC(=O)Nc2ccccc21
  6 | -14 | -7 | -2 | 0 | -1 | -3
CC1CCC(C(=O)NC(C(=O)N2CCC(N3CCCCC3)CC2)C(C)C)CC1 (configuration not stated)
  · | 0 | -4 | · | -3 | · | ·
Cc1ccc(S(=O)(=O)N2[C@@H](c3ccc(Cl)cc3)C(C(=O)O)=C[C@H]2CC2CCCC2)cc1
  5 | 5 | -4 | 4 | 0 | 15 | 7
O=C(O)C1(S(=O)(=O)CCC(F)=C(F)F)CC1
  23 | · | · | -7 | 5 | 5 | 8
CC(C)CC#Cc1ccc2c(c1)O[C@H](CN(C)CC1CCOCC1)[C@H](C)CN([C@H](C)CO)S2(=O)=O
  6 | -46 | -4 | 6 | · | 2 | 9
Cn1c(SCC(=O)Nc2ccccc2)nc2c([nH]c3ccccc32)c1=O
  -5 | -8 | -5 | · | 1 | 3 | -1
O=c1cccccc1NCc1ccccc1
  -18 | 4 | 21 | 0 | -3 | 17 | -1
CCOCCCNC(=O)Cn1cnc2c(cnn2-c2ccc(F)cc2)c1=O
  12 | 0 | -13 | -2 | 0 | 2 | 3
C[C@@H]1CN([C@@H](C)CO)C(=O)c2cc(NS(=O)(=O)c3cn(C)cn3)ccc2O[C@@H](C)CCCCO[C@H]1CN(C)Cc1ccccc1
  9 | · | 1 | -1 | 2 | 3 | -8
CC1CN(C(=O)N2CCCCC2)CCN1C(=O)N1CCCCC1 (configuration not stated)
  0 | · | · | -2 | 11 | -2 | 6
CCOC(=O)C1(CC2CC2)CCN(S(=O)(=O)C[C@]23CC[C@H](CC2=O)C3(C)C)CC1
  25 | · | · | 0 | 10 | 1 | -6
COCC1CCN(C(=O)C2CCC(=O)N(CC3CCCCC3)C2)CC1 (configuration not stated)
  4 | -8 | 0 | -2 | 2 | 1 | -3
ON1C2CCCCC2N(O)C1c1c(F)c(F)c(F)c(F)c1F (configuration not stated)
  · | -2 | 3 | · | 0 | · | ·
CCn1c(C)cc(C(=O)COC(=O)c2cccnc2SC)c1C
  -64 | -7 | 53* | 0 | 8 | 0 | -2

Not all compounds are listed (hit frequency here may not be typical).
